Assay outcomes from PubChem BioAssay.
BoNT-F LC inh – BoNT/F light chain protease inhibitors, primary screen, biochemical, flow cytometry, MLPCN library; 360,000 tested, 0.22% active; inhibition, % at 10 µM; Botulinum neurotoxin type F light chain protease (Clostridium botulinum); AID 588497, 2011; Multiplex microsphere protease cleavage assay; in the data active = inhibition above about 35%, passing the limit was not always enough; inconclusive = no clear call, values can overlap the other calls; note: plate controls were buffer without enzyme for full effect and enzyme alone for no effect
Mtb UGM inh – M. tuberculosis UGM enzyme inhibitors, primary screen, biochemical, fluorescence polarization, single point. UDP-galactopyranose mutase (Mycobacterium tuberculosis (strain ATCC 25618 / H37Rv)), …. purified UGM, fluorescence polarization probe displacement. inhibition, % at 10 µM. 320,000 tested, 0.06% active. AID 504406, 2011; in the data active = inhibition above about 10%, passing the limit was not always enough; inconclusive = no clear call, values can overlap the other calls
Target sequence (P9WIQ1 whole entry, looked up): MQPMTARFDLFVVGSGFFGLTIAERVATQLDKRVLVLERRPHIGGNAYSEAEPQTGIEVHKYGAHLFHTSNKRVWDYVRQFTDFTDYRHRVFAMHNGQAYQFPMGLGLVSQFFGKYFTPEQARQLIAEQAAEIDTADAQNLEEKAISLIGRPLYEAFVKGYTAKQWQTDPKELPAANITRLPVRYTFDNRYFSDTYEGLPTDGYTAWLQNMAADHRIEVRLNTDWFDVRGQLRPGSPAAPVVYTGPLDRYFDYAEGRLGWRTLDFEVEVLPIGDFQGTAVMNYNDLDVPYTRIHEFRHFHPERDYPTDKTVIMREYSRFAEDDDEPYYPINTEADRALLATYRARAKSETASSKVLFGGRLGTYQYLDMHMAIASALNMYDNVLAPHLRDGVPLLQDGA
MazF activator – activators of E. coli MazEF toxin-antitoxin RNase, primary screen, biochemical, fluorescence, uHTS; FAM/BHQ RNA-DNA oligo cleavage fluorescence, 5 h; activation, % at 20 µM; 350,000 tested, 0.32% active; AID 504720, 2011; in the data active = activation above about 50%
DUSP3 inh – VHR1 phosphatase inhibitors, primary screen, biochemical, absorbance, uHTS; Dual specificity protein phosphatase 3 (Homo sapiens), P51452; recombinant VHR phosphatase, pNPP absorbance; inhibition, % at 13.3 µM; 290,000 tested, 0.52% active; in the data active = inhibition above about 50%; note: some compounds called inactive have numbers as strong as hits
Target sequence (P51452 whole entry, looked up): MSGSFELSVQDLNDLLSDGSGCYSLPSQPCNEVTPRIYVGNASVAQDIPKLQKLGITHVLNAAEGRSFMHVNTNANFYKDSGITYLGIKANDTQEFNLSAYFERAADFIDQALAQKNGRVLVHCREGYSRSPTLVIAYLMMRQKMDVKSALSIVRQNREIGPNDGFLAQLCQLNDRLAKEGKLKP
FBA Mtb inh – Mtb FBA enzyme inhibitors, primary screen, biochemical, fluorescence, strain H37Rv; Fructose-bisphosphate aldolase (Mycobacterium tuberculosis (strain ATCC 25618 / H37Rv)), …; purified M. tuberculosis FBA, fluorescence read-out; inhibition, % at 1 µM; 360,000 tested, 2.3% active; in the data active = inhibition above about 27%;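 note: 0% = vehicle and 100% = reference inhibitor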
Rv3671c protease – Rv3671c serine protease inhibitors, primary screen, biochemical, fluorescence polarization, M. tuberculosis H37Rv. P9WHR9. inhibition, % at 5.96 µM. 320,000 tested, 0.048% active. AID 2606, 2010; in the data active = inhibition above about 38%;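 note: extracellular domain of Rv3671c used as enzyme; 0% = enzyme with DMSO and 100% = no enzyme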
Target sequence (P9WHR9 whole entry, looked up, the tested form may be a part): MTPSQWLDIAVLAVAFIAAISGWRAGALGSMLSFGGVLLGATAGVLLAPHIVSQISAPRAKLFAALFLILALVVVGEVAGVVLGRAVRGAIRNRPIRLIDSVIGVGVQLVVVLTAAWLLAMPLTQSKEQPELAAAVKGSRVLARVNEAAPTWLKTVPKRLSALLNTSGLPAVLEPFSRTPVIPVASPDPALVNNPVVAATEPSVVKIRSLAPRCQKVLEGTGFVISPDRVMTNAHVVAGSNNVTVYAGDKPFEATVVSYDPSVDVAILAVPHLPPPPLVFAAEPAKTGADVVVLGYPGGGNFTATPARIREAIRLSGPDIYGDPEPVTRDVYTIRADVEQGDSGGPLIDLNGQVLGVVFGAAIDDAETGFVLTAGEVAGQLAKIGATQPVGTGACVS
CCHFV vOTU inh – CCHFV vOTU protease inhibitors, primary screen, biochemical, Pep-AMC substrate, fluorescence; Crimean-Congo hemorrhagic fever virus L polyprotein viral ovarian tumor (vOTU) protease …; inhibition, % at 11.5 µM; 370,000 tested, 0.55% active; note: 0% = vehicle wells with enzyme and 100% = no enzyme wells
FadD28 FP inh – inhibitors of FadD28 bisubstrate probe binding, primary screen, biochemical, fluorescence polarization, single point; inhibition, % at 12.5 µM; Mycobacterium tuberculosis FadD28 fatty-acid-AMP ligase; 360,000 tested, 0.22% active; AID 588549, 2011; in the data active = inhibition above about 8.5%, passing the limit was not always enough; inconclusive = no clear call, values can overlap the other calls
BioA inh – M. tuberculosis BioA enzyme inhibitors, primary screen, biochemical, plate reader, single point, HTS; purified M. tuberculosis BioA enzyme; 7,8-diaminopelargonic acid synthase BioA (Mycobacterium tuberculosis); inhibition, % at 9.99 µM; 360,000 tested, 0.096% active; in the data active = inhibition above about 40%; inconclusive = no clear call, values can overlap the other calls
GDH-TPI inh – GDH-TPI coupling enzyme inhibitors, primary screen, artefact control for M. tuberculosis FBA inhibitor project, biochemical, absorbance, full deck; GDH-TPI coupled enzyme counterscreen, NADH absorbance; inhibition, % at 4.8 µM; 360,000 tested, 1.2% active; AID 588335, 2011;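 note: 0% = DMSO wells and 100% = wells lacking the enzyme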
Active calls of the source: *; ? = inconclusive; . = no result given. Cut-off read from the data, not from the text of the source, unless noted: active = inhibition above about 30%; inactive = the rest. No enrichment for hits (roughly 4.9% active in at least one column).

SMILES,BoNT-F LC inh,Mtb UGM inh,MazF activator,DUSP3 inh,FBA Mtb inh,Rv3671c protease,CCHFV vOTU inh,FadD28 FP inh,BioA inh,GDH-TPI inh
COc1c2c(cc3c1C(CC(O)Cc1ccccc1)N(C)CC3)OCO2 (stereo not drawn),-82,-0.7,6,28,4,2,1,-1.8,3.1,8
O=C(NC1CCCCC1)c1cc(S(=O)(=O)N2CCN(c3ccccc3)CC2)ccc1Cl,-2,.,-6,.,-2,-1,7,0.2,-1.5,9
Cc1ccc(S(=O)(=O)N2CCC(=O)N(CCOCc3cccc(Cl)c3)CC2)cc1,5,1.3,-2,1,3,-4,2,-1.9,-0.3,4
CN1CCN(C(=S)c2ccc(-c3cccc(Cl)c3Cl)o2)CC1,11,0.8,-4,15,3,-1,8,-1.0,1.1,27
Cc1cccc(NC(=O)Cc2c(F)cccc2Cl)n1,7,-0.5,4,-8,0,2,-3,-3.8,0.5,1
O=C(C[C@@H]1C/C=C\C[C@@H](Cc2ccc(F)cc2)C(=O)OCCNC1=O)N[C@H](CO)Cc1ccccc1,-14,5.2,-2,.,-3,0,-6,-1.6,-0.1,8
Oc1c(Cl)cccc1Cc1cc(Cl)cc(Cl)c1O,-4,.,0,.,-2,.,23,12*,3.5,3
COCCCn1c(=N)c(C(=O)NCc2ccc3c(c2)OCO3)cc2c(=O)n3ccccc3nc21,-1,0.6,10,21,7,0,-2,-1.8,-0.1,1
Cc1c(C(=O)O)c2cc(O)ccc2n1-c1ccccc1,8,-2.2,6,36,4,-5,-11,-3.7,-1.3,-8
COc1cccc(OC)c1C(=O)NCCOc1cc(C)cc(C)c1,?,-2.3,1,9,-2,-3,-12,-0.9,1.1,4
N/C(=N\OC(=O)c1cc(Cl)ccc1Cl)c1ccncc1,-8,1.0,10,13,-1,3,-19,-3.1,.,-5
CN1CCN(NC(=O)CN2C(=O)/C(=C/c3c(Cl)cccc3Cl)SC2=S)CC1,9,-1.3,2,31,-1,-17,-2,-1.1,0.3,9
CC(C)C(=O)N1CCN(c2ccccc2NC(=S)NC(=O)/C=C/c2ccco2)CC1,-4,4.1,3,.,-1,-4,2,-2.2,0.3,2
C=CCNc1nc(S(=O)Cc2ccc(C)cc2)nc2c1CCCC2 (stereo not drawn),2,3.1,5,31,1,-7,3,-4.3,.,-6
CC(C)NC(=O)C1(C)CCN1C(=O)C/C=C/c1ccccc1 (stereo not drawn),-2,.,.,.,1,.,-7,0.2,-1.0,12
COc1cc(/C=C2\N=C(C)OC2=O)cc(OC)c1OC,4,1.0,2,17,-1,-3,3,0.7,0.3,1
CC(C)CC(=O)NC(=S)Nc1cccc(NC(=O)c2ccccc2Cl)c1,-13,-0.2,1,18,-2,0,-16,0.2,1.2,7
Brc1ccc2c(c1)C(OC1CN3CCC1CC3)c1ccccc1CS2 (stereo not drawn),-7,-0.6,33,5,3,10,1,-4.2,2.1,6
O=S(=O)(Nc1ccc(-n2cnnn2)cc1)c1ccc(Cl)s1,-4,.,-1,.,-2,8,2,-3.0,.,-2
C[C@@H]1COC(=O)[C@H](CC(=O)OC(C)(C)C)C/C=C\C[C@@H](CC(=O)N(CCO)Cc2ccccc2)C(=O)N1,0,-0.4,-9,.,3,3,-7,-0.8,-0.8,9

An excerpt of the results above:
SMILES,BoNT-F LC inh,Mtb UGM inh,MazF activator,DUSP3 inh,FBA Mtb inh,Rv3671c protease,CCHFV vOTU inh,FadD28 FP inh,BioA inh,GDH-TPI inh
COc1c2c(cc3c1C(CC(O)Cc1ccccc1)N(C)CC3)OCO2 (stereo not drawn),-82,-0.7,6,28,4,2,1,-1.8,3.1,8
O=C(NC1CCCCC1)c1cc(S(=O)(=O)N2CCN(c3ccccc3)CC2)ccc1Cl,-2,.,-6,.,-2,-1,7,0.2,-1.5,9

(listing goes on)
SMILES,BoNT-F LC inh,Mtb UGM inh,MazF activator,DUSP3 inh,FBA Mtb inh,Rv3671c protease,CCHFV vOTU inh,FadD28 FP inh,BioA inh,GDH-TPI inh
O=C(CSc1nc(O)c(Cc2ccccc2)c(=O)[nH]1)Nc1nnc(SCc2ccccc2)s1,-2,0.4,7,-29,-4,-25,-10,-0.6,-1.2,-4
CC(C)NC(=O)Cn1nnc(-c2ccc(Cl)cc2)n1,4,-1.4,13,19,-2,-1,-12,-1.3,-0.5,1
COCC1CCN(C(=O)c2cc(COc3ccc4ncccc4c3)on2)CC1,1,0.5,8,22,5,4,-13,0.9,.,5
Cc1ccc2nc(N3CCOCC3)c(C=O)c(=O)n2c1,5,-1.7,-16,14,1,5,1,-1.2,0.5,17
O=C(c1ccc(N2CCCCC2)c([N+](=O)[O-])c1)N1CCN(c2ccccn2)CC1,0,-1.8,4,0,-4,11,6,-0.7,3.4,10
CCCC12CN3CN(C1)CC(CCC)(C3)C2O (stereo not drawn),-8,-2.2,6,29,-1,4,-5,-1.2,2.2,1
CC(C)C(NS(=O)(=O)c1ccc(Br)s1)C(=O)O (stereo not drawn),29,.,8,21,2,-6,0,0.3,0.3,11
O=C(Nc1cccc(F)c1)c1cccnc1,19,-0.9,-4,35,-1,.,-12,-4.4,9.8,-9
CC(=O)c1ccc(NC(=O)CN2C(=O)CCC2=O)cc1,-2,-3.1,1,29,0,6,-6,-3.4,.,-3
CCOc1ccc(N=C2NC(=O)C(CC(=O)Nc3ccc(OC)cc3)S2)cc1 (stereo not drawn),1,-1.8,7,-4,0,-2,-13,0.0,-3.7,12
O=C1NC(=O)N(Cc2ccccc2Cl)C(=O)/C1=C/N1CCOCC1,-3,0.3,-43,3,-3,-1,1,-1.8,-2.5,6
CN1C(=C2C(=O)OC(C)(C)OC2=O)Sc2ccccc21,-9,0.5,2,34,-3,-2,0,-4.0,1.7,46*
CCN(CCCNC(=O)CCC(=O)N1CCOc2ccccc21)Cc1ccccc1,-9,1.6,15,-2,3,-2,-6,-2.5,0.9,3
Cc1nc(NC(=O)c2cc3c(s2)CCCCC3)sc1C(=O)N(C)C,9,7.2,6,0,-1,-13,-6,0.3,-6.4,16
Cc1ccc(C(=O)NC(=C(Cl)Cl)S(=O)(=O)c2ccc(C)cc2)cc1,-3,0.5,3,-4,-1,1,-1,-1.9,4.3,0
COCCN(C(=O)CSc1n[nH]c(-c2ccccc2)n1)c1c(N)n(CC(C)C)c(=O)[nH]c1=O,-12,-2.1,5,.,6,-1,-1,-2.1,-0.4,7
COc1ccc(NC(=S)NC(NC(=O)c2cccc3ccccc23)C(Cl)(Cl)Cl)c([N+](=O)[O-])c1 (stereo not drawn),-28,1.8,12,4,-3,-159,16,1.5,-1.0,2
COC(=O)Cc1c(C(=O)OC)nnn1-c1ccc(OC(F)(F)F)cc1,-9,-1.0,-1,-4,2,6,-8,-0.9,-0.7,2
CC(C)(O)C#Cc1ccccc1C(=O)NC(CC(N)=O)C(=O)O (stereo not drawn),-3,0.6,11,11,2,3,4,-1.9,1.8,32*
Cc1cc(F)cc(-c2cc(C(=O)NCC3CCCCC3)[nH]n2)c1,-2,.,.,.,-2,.,2,-1.0,-1.3,7
COc1ccc(/C=N\N2CCN(Cc3ccccc3Cl)CC2)cc1,?,4.7,-23,-16,2,0,-5,2.1,-0.2,3
Cc1cccc(C)c1OCC(=O)N(Cc1cccs1)C1CCS(=O)(=O)C1 (stereo not drawn),.,3.4,2,21,5,3,-5,-1.0,0.3,9
CC(C)(C)c1ccc(/C=C2/SC(N3CCCC3)=NC2=O)cc1,0,-1.2,21,-13,-1,1,17,-5.1,0.2,37*
CN(C)S(=O)(=O)c1cccc(C(=O)C2=C3SC=C(c4ccccc4)N3CC2)c1,-18,3.3,7,5,-9,0,13,-4.4,0.0,4
COCCSc1nnc(NS(=O)(=O)c2ccc(F)cc2)s1,-3,1.1,-1,4,-1,12,-4,0.1,.,-4
O=C(CSc1nnnn1-c1ccc(F)cc1)c1ccc(O)c(O)c1,-5,2.0,-1,-8,1,7,-6,1.8,3.3,25
COc1ccc(/C=N/NC(=O)c2ccc(CN3c4cccc5cccc(c45)S3(=O)=O)cc2)cc1,2,1.6,-10,-4,10,-74,-40,1.0,5.7,21
O=[N+]([O-])c1ccc(-c2c(-c3ccccc3)ncc3ccc(F)cc23)cc1,-5,3.8,-6,.,-3,-11,2,-0.1,-1.8,8
O=C1NC(=O)C2(CCCCCCC2)N1,-19,.,4,.,-2,.,-9,-0.1,-0.2,3
CS(=O)(=O)N(CC(=O)Nc1cccc([N+](=O)[O-])c1)c1ccccc1F,1,-2.7,4,1,1,-6,-2,1.7,.,0
C=CCNc1oc(COc2ccc(C)cc2)nc1C#N,5,-6.6,-19,0,8,1,-2,2.5,-1.9,5
Cc1csc(SCC(=O)Nc2c(C)n(C)n(-c3ccccc3)c2=O)n1,-6,-1.7,0,7,1,5,8,-2.3,6.4,6
CN(C)S(=O)(=O)c1ccc(C(=O)Nc2ccc(OCC(=O)N3CCOCC3)cc2)cc1,0,0.0,0,27,3,-3,-6,-0.4,0.3,7
O=C(Nc1nc2c(Cl)cccc2s1)c1ccc(Br)o1,-3,-3.5,4,22,7,-18,-9,-2.5,-2.6,24
Cc1c(C(=O)N2CCCCC2)c(S(=O)(=O)NCCc2ccc(S(N)(=O)=O)cc2)c(C)n1C,-6,-0.5,14,-17,15,2,9,-2.1,-0.1,-7
Cc1cnc(NC(=O)C2CC(=O)N(c3cccc(Cl)c3)C2)s1 (stereo not drawn),4,2.2,-1,27,0,-1,10,.,-1.0,-3
Brc1ccccc1-c1nnc(COc2ncnc3c2cnn3-c2ccccc2)o1,-17,0.4,-6,-3,-1,-11,.,-1.0,-0.5,4
Cc1ccc(-c2cc(C(=O)NCc3ccccn3)c3ccccc3n2)cc1,-6,2.7,-9,2,28*,-13,-37,-0.8,0.5,20
O=C(Nc1cc([N+](=O)[O-])ccc1Cl)c1cccnc1,-14,-1.8,7,6,-1,-2,1,-3.5,4.6,-7
O=c1c2c(nc3nc(SCc4ccccc4)[nH]n13)CCC2,11,1.8,5,8,2,-5,-5,-0.8,0.9,2
Cc1cc(S(=O)(=O)NC(C)C)ccc1OCC(=O)N1CCN(Cc2ccc3c(c2)OCO3)CC1,-6,-1.6,-5,22,2,-3,0,-1.7,0.7,4
COc1cccc(C(=O)N2CCN(c3ccccn3)CC2)c1,0,-1.1,6,0,1,-6,9,-0.1,-0.3,13
CC(C)c1ccc(Nc2ccc(C(=O)O)cc2[N+](=O)[O-])cc1,-14,2.7,1,2,-8,-2,9,-0.5,14,6
CCOc1ccc(NC(=S)N2c3ccccc3CC2C)cc1 (stereo not drawn),-4,3.1,1,1,7,2,-4,-0.2,.,11
Cc1ccc(OCc2nnc(SCC(=O)c3cccs3)n2-c2ccccc2)cc1C,-12,2.1,2,-7,3,-2,5,2.1,-0.6,8
Cc1ccc(S(=O)(=O)CCC(=O)OCC(=O)NNC(=O)c2ccc([N+](=O)[O-])cc2)cc1,2,-1.3,6,.,1,5,3,-1.2,-0.6,12
CSc1cccc(NC(=O)CCc2ccccc2)c1,-1,3.0,0,20,1,-3,6,-1.6,.,3
